# Compound activity deposited in PubChem by several laboratories.
# GPR55 beta-arrestin: selective activators of receptor GPR55 – imaging, U2OS cells, beta-arrestin-GFP redistribution, primary screen (AID 1961). U2OS GPR55 beta-arrestin-GFP redistribution imaging; higher % means a stronger effect. activation, % at 10 µM, or EC50 in µM where a hit was titrated. 290,000 tested, 0.048% active;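 active means activation above 40% with more than 50 cells counted in the well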;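 further: U2OS osteosarcoma cells stably expressing GPR55 and beta-arrestin-GFP; plate controls were DMSO negative control for no effect and LPI positive control for full effect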
# KOR beta-arrestin-1: KOR antagonists, beta-arrestin recruitment, cell-based, luminescence, uHTS (AID 1778) | KOR beta-arrestin recruitment, luminescence, antagonist mode; higher % means a stronger effect | inhibition, % at 10 µM, or IC50 in µM where a hit was titrated | 290,000 tested, 0.091% active; in the data active means inhibition above about 50%; further: strong numbers were not always called active
# GPR35 antagonists: GPR35 antagonists blocking zaprinast-driven arrestin recruitment, primary screen, imaging, U2OS, beta-arrestin-GFP, zaprinast agonist (AID 2058); U2OS GPR35 beta-arrestin-GFP translocation imaging, zaprinast antagonism; higher % means a stronger effect; inhibition, % at 10 µM, or IC50 in µM where a hit was titrated; 290,000 tested, 0.052% active;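 active means inhibition of at least 50% with at least 30 cells and total cytoplasm GFP at most 10,000,000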
# NTR1 agonist: NTR1-driven beta-arrestin-GFP spot formation – imaging, U2OS cells, high content, primary screen (AID 493036) | P30989 | agonist mode | activation, % at 20 µM | 330,000 tested, 0.17% active;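 active means activation at or above 40% of the spot to cytoplasm intensity ratio, with at least 20 cells analyzed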;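 further: 0% = DMSO without peptide and 100% = 100 nM NTR1 peptide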
# Target sequence (P30989 whole entry, looked up): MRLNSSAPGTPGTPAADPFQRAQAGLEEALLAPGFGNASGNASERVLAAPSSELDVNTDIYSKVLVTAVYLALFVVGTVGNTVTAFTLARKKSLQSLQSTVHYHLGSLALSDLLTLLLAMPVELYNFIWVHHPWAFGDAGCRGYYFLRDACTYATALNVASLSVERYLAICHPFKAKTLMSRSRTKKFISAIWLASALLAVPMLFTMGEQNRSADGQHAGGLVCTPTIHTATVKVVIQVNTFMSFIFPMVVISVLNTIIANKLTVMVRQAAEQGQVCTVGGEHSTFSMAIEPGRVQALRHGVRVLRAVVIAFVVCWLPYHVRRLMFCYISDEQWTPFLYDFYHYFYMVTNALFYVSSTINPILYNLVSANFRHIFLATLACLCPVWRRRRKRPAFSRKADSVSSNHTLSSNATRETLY
# PhoP inhibition: PhoP-dependent GFP reporter repression – Salmonella Typhimurium, primary screen (AID 1863); inhibition, % at 50 µM, or IC50 in µM where a hit was titrated; S. Typhimurium PhoP-regulated promoter GFP reporter, 4 h; higher % means a stronger effect; 300,000 tested, 0.16% active;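 active means inhibition over 29.93%, a cutoff 3 SD above the screen mean, later confirmed by dose response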;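 further: 0% = low Mg2+ inducing control and 100% = high Mg2+ repressing control; strong numbers were not always called active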
# KOR beta-arrestin-2: KOR agonists, beta-arrestin recruitment, primary screen, cell-based, luminescence, uHTS (AID 1777); KOR beta-arrestin recruitment, luminescence; higher % means a stronger effect; one-dose activation, % at 10 µM; EC50 in µM for titrated hits; 280,000 tested, 0.02% active; in the data active means activation above about 50%, passing the limit was not always enough; further: a part of the inactive calls stands beside numbers as strong as those of hits
# T cell HTS: T cell immune modulators affecting CD8 T cell-vesicle binding; 2C CD8+ T cell-vesicle binding, flow cytometry; stronger effect = lower value; calls only at 7 µM; 330,000 tested, 0.068% active; AID 2052;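 active means response, share of CD8 T cells binding vesicles, and their 90th percentile fluorescence all below set limits, cut at about 80% in these data, passing the limit was not always enough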
#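 System: murine 2C transgenic CD8+ T lymphocytes; also added: QL9-loaded Drosophila micro-vesicles; times: binding 1.5 h at 37 °C; measured by: flow cytometry, PE anti-B7-1 (FL2) versus Alexa647 anti-CD8 (FL8), PFA-fixed; control set: Peptide-free naked vesicles (low) and QL9 vesicles with 0.7% DMSO vehicle (high)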
# GPR55 antagonists: GPR55 antagonists blocking LPI-driven arrestin recruitment, primary screen, imaging, U2OS, beta-arrestin-GFP, LPI agonist (AID 2013) | U2OS GPR55 beta-arrestin-GFP translocation imaging, LPI antagonism; higher % means a stronger effect | 290,000 tested, 0.13% active | one-dose inhibition, % at 10 µM; IC50 in µM for titrated hits;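 active means spots per cell inhibited over 60%, with over 100 cells counted and total cytoplasm intensity under 500,000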;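 further: U2OS cells stably carrying GPR55 and arrestin-GFP stimulated by 5 µM LPI near EC80; imaged beta-arrestin-GFP aggregate spots per cell after agonist stimulation; plate controls were LPI-stimulated DMSO wells for no effect and DMSO wells without LPI for full effect; some results filed as inactive read as strong as hits; confirmed hits need IC50 under 10 µM and bright autofluorescent wells are also inconclusive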
# West Nile antiviral: West Nile virus antiviral activity, cell-based, CPE readout (AID 1621) | West Nile virus-infected cells, CPE inhibition; higher % means a stronger effect | one-dose CPE inhibition, % at 10 µM; IC50 in µM for titrated hits | 290,000 tested, 0.02% active; in the data active means a potency from the dose series; further: strong numbers were not always called active
# T cell HTS vesicle-bound %: recorded beside T cell HTS, whose call it bears; double positive events, %; measured here: CD8+ vesicle-bound cell fraction;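 binding gate set so that unloaded-vesicle control wells show 10% double positive cells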
# NTR1 agonist cell count 20 µM: second read-out of NTR1 agonist, no call of its own (marks repeat the call); cell count; measured here: cell count, cytotoxicity flag
# An asterisk follows results filed as active; i = inactive; nt = no result given; [ ] = another dose, or the depositor's remark. Hits appear at their usual frequency; overall some 0.62% were active at least once.
SMILES,GPR55 beta-arrestin,KOR beta-arrestin-1,GPR35 antagonists,NTR1 agonist,NTR1 agonist cell count 20 µM,PhoP inhibition,KOR beta-arrestin-2,T cell HTS,T cell HTS vesicle-bound %,GPR55 antagonists,West Nile antiviral
COc1ccc(-n2nc(C(=O)NCC(=O)N3CCN(Cc4ccccc4)CC3)c3ccccc3c2=O)c(OC)c1,-0.2%,-10%,9%,1.0,49,-4%,3.8%,i,60,5%,0.4%
C=CCc1ccc(OCC(O)CN2CCN(c3ccccc3OC)CC2)c(OC)c1 (stereo unspecified),0.0%,-4%,7%,-0.5,56,10%,-6.2%,i,17,13%,-1.0%
Cn1cccc1C(=O)c1ccc(Cl)cc1Cl,0.2%,-10%,7%,0.2,82,7%,6.9%,i,61,12%,0.4%
Cc1cnc(Sc2ncccc2[N+](=O)[O-])nc1,nt,nt,nt,-2.4,95,6%,nt,i,8,nt,-0.1%
COn1c(SCC(=O)N(C)C)nc2ccccc2c1=O,-0.3%,-2%,-25%,0.2,63,7%,3.2%,i,6,-8%,-0.1%
COc1cc(C#N)c(N=C(SCC#N)N2CCOCC2)cc1OC,-0.2%,13%,-6%,2.0,48,4%,-6.7%,i,47,-6%,-0.2%
Cn1c(S(=O)(=O)Cc2ccc(Cl)cc2)nc2ccccc21,-0.1%,2%[20 µM],8%,2.9,57,5%,nt,i,52,-1%,-0.4%
Cc1cccc(C(=O)NCc2nnc(SCC(=O)Nc3nnc(C)s3)n2C)c1,1.1%,-14%,-8%,0.4,52,2%,6.1%,i,17,-2%,0.9%
O=c1[nH]c2ccccc2n2c(=S)[nH]nc12,0.5%,2%,-6%,1.3,56,39µM*,-3.1%,i,30,-7%,-0.1%
CCOC(=O)c1c(C2CCN(C(=O)OCC)CC2)nc2ccccn12,0.4%,9%,1%,2.9,66,11%,-9.4%,i,30,4%,0.0%
CCCn1c(SCC(=O)Nc2cccc(S(=O)(=O)N3CCCC3)c2)n[nH]c1=O,0.8%,3%,-16%,1.7,62,2%,-4.6%,i,24,8%,0.3%
O=C(NCC1CCCO1)Nc1cc(Cl)cc(Cl)c1 (stereo unspecified),-0.1%,-19%[20 µM],-13%,-1.5,98,3%,-3.4%,i,49,-14%,-0.6%
CC(C)(C)N(C(=O)Cn1nnc(-c2ccc(F)cc2)n1)C(C(=O)NC1CCCC1)c1ccncc1 (stereo unspecified),-0.3%,8%,-8%,0.7,81,4%,-5.4%,i,62,8%,-1.0%
COc1ccc(/C=C\c2onc(C)c2S(=O)(=O)N2CCC(C(=O)NCCC(C)C)CC2)cc1,0.3%,13%,2%,2.3,79,0%,34%,i,33,-1%,0.3%
C/C(CC(=O)N(C(C)C)C(C)C)=N\NC(=O)c1ccccc1Br,-0.5%,-11%,-1%,-2.4,58,-25%,4.5%,i,27,-12%,-0.2%
Cc1cc(NC(=O)CCCN2C(=O)/C(=C/c3ccccc3Cl)SC2=S)no1,0.0%,5%,-5%,14,66,-6%,-0.6%,i,67,0%,2.8%
COc1ccc(NCc2nnc(SCC(=O)Nc3ccccc3OC)o2)cc1,-0.2%,0%,3%,-0.8,66,-4%,7.1%,i,31,-4%,0.9%
Cc1nn(C)c(C(=O)N2CCc3ccccc32)c1Br,-0.3%,21%,-4%,-0.4,51,8%,3.7%,i,38,-7%,-0.4%
CCOC(=O)N1CCN(C(=O)c2cn(C)c3ccc(S(=O)(=O)N4CCCC4)cc3c2=O)CC1,0.0%,20%,-3%,0.4,78,-9%,1.7%,i,48,14%,-0.3%
CCOC(=O)c1cccc(NC(=O)c2cnc3ccccc3n2)c1,0.2%,-11%,-8%,7.0,52,-16%,-7.1%,i,39,0%,0.2%
Cc1ccc(-n2c(=O)[nH]cc(C(=O)Nc3ccc4c(c3)OCO4)c2=O)cc1C,0.3%,-2%,-7%,7.8,101,nt,-0.6%,i,23,9%,-0.2%
O=C(NCCCN1CCC(Cc2ccccc2)CC1)c1ccc2nc(N3CCOCC3)sc2c1,0.6%,19%,13%,4.2,55,3%,-3.8%,i,34,-3%,-0.6%
CC(C)OC(=O)Cn1c(=O)sc2ccccc21,-0.1%,40%,-14%,0.6,70,-5%,-8.1%,i,41,5%,0.3%
COc1cc(/C=C/C(=O)c2cccc([N+](=O)[O-])c2)cc(OC)c1OC,0.4%,53%,-10%,18,49,5%,2.4%,i,39,18%,-1.1%
c1ccc(C(c2nnnn2Cc2cccs2)N2CCN(C3CCCC3)CC2)cc1 (stereo unspecified),-0.3%,1%,2%,-1.6,46,-3%,-2.4%,i,54,13%,0.7%
# The results go on.
SMILES,GPR55 beta-arrestin,KOR beta-arrestin-1,GPR35 antagonists,NTR1 agonist,NTR1 agonist cell count 20 µM,PhoP inhibition,KOR beta-arrestin-2,T cell HTS,T cell HTS vesicle-bound %,GPR55 antagonists,West Nile antiviral
Cc1csc(NC(=O)C2CCCCN2S(=O)(=O)c2ccccc2)n1 (stereo unspecified),0.0%,8%,7%,0.8,69,-7%,-3.5%,i,35,10%,-1.1%
CCCCOC(=O)c1ccc(NC(=S)NC(=O)c2ccco2)cc1,-0.1%,9%,6%,4.0,49,2%,0.3%,i,61,14%,-0.2%
Cc1cc(NC(=O)Cc2csc(-c3ccccc3)n2)ccc1Br,-0.2%,-31%,-13%,nt,nt,-6%,1.6%,i,56,5%,-0.7%
O=C(C[n+]1ccccc1)N/N=C/c1ccccc1C(F)(F)F,0.3%,-7%,8%,-1.4,102,-4%,-1.1%,i,45,4%,-0.2%
CCCCN(CC)CCNC(=O)CCNC(=O)Cn1ccc2ccccc2c1=O,-0.2%,-3%,-16%,0.3,67,-8%,0.0%,i,43,9%,0.7%
CCOC(=O)N/N=C/c1cc(OC)c(O)c(OC)c1,-0.3%,23%,-9%,-0.9,42,2%,-4.9%,i,22,0%,-0.1%
Cc1ccc(C(=O)N/C(=C\c2ccc(-c3ccc([N+](=O)[O-])cc3)o2)C(=O)NC2CCS(=O)(=O)C2)cc1 (stereo unspecified),0.2%,3%,-2%,0.7,51,-8%,-5.5%,i,43,-7%,0.0%
COc1cccc(OC)c1C(=O)N1CCN(Cc2ccc3c(c2)OCO3)CC1,0.1%,-27%,0%,0.4,49,5%,-7.3%,i,51,8%,0.1%
CCN1CCN(c2nc(-c3ccccc3)c3ccccc3n2)CC1,nt,13%,15%,1.1,56,1%,-3.9%,i,29,16%,-0.5%
COc1ccc(Cl)cc1N1C(=O)C2CCCN2C1c1cccc(F)c1 (stereo unspecified),-0.2%,-2%,-8%,2.1,58,6%,3.3%,i,65,4%,-0.3%
CC(=O)Nc1ccc(S(=O)(=O)NCCN2CCNC2=O)cc1Cl,-0.1%,-3%,4%,-0.8,68,6%,7.6%,i,39,13%,0.0%
Cc1c(C(=O)N2CCCC2)oc2c1-c1nn(CC(=O)NCCCN3CCCCC3C)cc1CC2 (stereo unspecified),-0.1%,5%,5%,-1.7,53,0%,-4.9%,i,20,4%,0.0%
CC1CCCN(C(=O)c2cc3c(-c4ccc(Cl)cc4)nn(C)c3s2)C1 (stereo unspecified),-0.4%,-13%,-1%,6.0,70,18%,-3.1%,i,14,-2%,1.0%
Cc1oc(-c2ccccc2Cl)nc1CSCC(=O)NC1CCCC1,-0.1%,-7%,11%,-1.0,88,0%,0.6%,i,41,5%,-0.2%
CC1CN(c2ccccc2)c2nc3c(c(=O)[nH]c(=O)n3C)n2C1 (stereo unspecified),0.0%,-26%,24%,0.5,54,24%,-5.9%,i,56,6%,-0.6%
COc1ccc(CCNC(=O)c2ccc(OC)c(OC)c2)cc1OC,-0.1%,-26%[20 µM],6%,-0.3,62,7%,-1.1%,i,45,18%,-1.5%
CCc1nn(CCCC(=O)NCc2ccc(C)cc2)c(=O)c2cc3occc3n12,-0.3%,9%,36%,2.6,65,-2%,-5.1%,i,22,-6%,-0.7%
CC(=O)Nc1ccc(NC(=O)c2ccc(COc3ccccc3Br)o2)cc1,-0.2%,-54%,10%,4.0,85,-1%,-1.1%,i,12,-6%,-0.5%
COc1ccc(NC(=O)c2cc(-c3cc(OC)c(OC)c(OC)c3)nc3ccccc23)cc1OC,-0.2%,-46%,-2%,6.1,59,0%,-0.4%,i,44,-2%,0.8%
Cc1ccc(-c2nnn(CC(=O)N(Cc3cccs3)C(C(=O)NC3CCCC3)c3ccco3)n2)o1 (stereo unspecified),0.8%,1%,10%,-0.1,85,1%,-3.8%,i,30,-17%,-0.4%
CC1CCN(S(=O)(=O)c2ccc(-c3nnc(SCc4cccnc4)o3)cc2)CC1,0.2%,-15%,8%,12,86,3%,-1.6%,i,52,-2%,-1.1%
COCC(=O)Nc1ccc(OC)c(Cl)c1,-0.3%,0%,15%,1.1,58,-7%,-5.1%,i,40,5%,-0.1%
C=CCn1cc(C(=O)N2CCN(C)CC2)c(=O)c2cc(S(=O)(=O)N(CC)CC)ccc21,0.0%,10%,-14%,0.2,49,5%,-5.5%,i,65,12%,-0.1%
Cc1cc(C)c(C#N)c(SCCS(=O)(=O)c2ccc(Cl)cc2)n1,0.3%,-15%,-3%,5.0,63,-2%,5.5%,i,26,4%,-0.3%

# 5 of the compounds above, with two lines to a compound:
# Every second line gives: GPR55 beta-arrestin | KOR beta-arrestin-1 | GPR35 antagonists | NTR1 agonist | NTR1 agonist cell count 20 µM | PhoP inhibition | KOR beta-arrestin-2 | T cell HTS | T cell HTS vesicle-bound % | GPR55 antagonists | West Nile antiviral
- CCCCN(CC)CCNC(=O)CCNC(=O)Cn1ccc2ccccc2c1=O
    -0.2% | -3% | -16% | 0.3 | 67 | -8% | 0.0% | i | 43 | 9% | 0.7%
- CC(=O)Nc1ccc(NC(=O)c2ccc(COc3ccccc3Br)o2)cc1
    -0.2% | -54% | 10% | 4.0 | 85 | -1% | -1.1% | i | 12 | -6% | -0.5%
- CC1CN(c2ccccc2)c2nc3c(c(=O)[nH]c(=O)n3C)n2C1 (stereo unspecified)
    0.0% | -26% | 24% | 0.5 | 54 | 24% | -5.9% | i | 56 | 6% | -0.6%
- Cc1ccc(-c2nnn(CC(=O)N(Cc3cccs3)C(C(=O)NC3CCCC3)c3ccco3)n2)o1 (stereo unspecified)
    0.8% | 1% | 10% | -0.1 | 85 | 1% | -3.8% | i | 30 | -17% | -0.4%
- CC1CCCN(C(=O)c2cc3c(-c4ccc(Cl)cc4)nn(C)c3s2)C1 (stereo unspecified)
    -0.4% | -13% | -1% | 6.0 | 70 | 18% | -3.1% | i | 14 | -2% | 1.0%
